APJ agonist = agonists of human apelin receptor APJ, primary screen, CHO-K1 cells, PathHunter beta-arrestin, luminescence; P35414; 0% DMSO wells, 100% apelin; activation, % at 20 µM; actives 0.11% (n = 330,000); AID 2520, 2010;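 active means activation more than six SD over the plate average, tested at 20 µM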;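 further: 0% = DMSO alone and 100% = apelin-13 at 10 nM; some results filed as inactive read as strong as hits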
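system = engineered CHO-K1 APJ arrestin reporter cells | input = 1000 cells per well | timing = overnight seeding, 90 min compound at 25 °C, 1 h detection | measured by = enzyme-fragment complementation luminescence | read-out = beta-arrestin recruitment to APJ as agonist activity, luminescent signal | control set = negative DMSO alone, positive Apelin-13 at 10 nM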
tim10-1 inh = growth inhibitors of tim10-1 mutant yeast, primary screen, luminescence, uHTS | S. cerevisiae tim10-1 ts strain growth, BacTiter-Glo, 24 h | inhibition, % at 20 µM | actives 2.2% (n = 330,000);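 active means inhibition of at least 40%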;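 further: mutant grown at 25 °C; 0% = DMSO wells with yeast and 100% = wells holding no yeast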
UPR CHOP act = activators of apoptotic CHOP UPR arm, primary screen, cell-based, CHO-CHOP luciferase reporter, luminescence, uHTS; activation, % at 10 µM; UPR activation; percent of tunicamycin response over DMSO baseline; actives 0.34% (n = 330,000);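 active means at 10 µM dose, activation of 40% or more, normalized to positive control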;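 further: 100% = tunicamycin at 10 µg/mL and 0% = DMSO alone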
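Material: CHO-CHOP cells, stable luciferase reporter of PERK-eIF2a-CHOP signalling; quantity: 500 reporter cells seeded per well; buffer or medium: F12 medium containing 10% fetal bovine serum; compound: one dose, 10 µM in 0.5% DMSO; incubation: 6 h compound treatment, 37 °C; measured by: Steady-Glo luciferase luminescence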
GRIN3A LBD mod = binders of NR3A ligand-binding domain, primary screen, biophysical, differential scanning fluorimetry, uHTS; NR3A LBD differential scanning fluorimetry, Tm shift; 0% = protein alone, 100% = glycine-bound protein; Tm shift relative to glycine control, % at 25 µM; actives 2.5% (n = 340,000); AID 1259313, 2017;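 active means melting temperature shift of at least 10% of the positive control shift, at one fixed dose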
TIM10 inh = growth inhibitors of isogenic TIM10 control yeast, primary screen, counter-screen for tim10-1 yeast inhibitor project, luminescence, uHTS; AID 463195, 2010; inhibition, % at 10 µM; S. cerevisiae TIM10 strain growth, BacTiter-Glo luminescence, 24 h; actives 1.4% (n = 330,000);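 active means inhibition of 40% or more at the single tested concentration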;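 further: wild-type TIM10 isogenic control strain grown at permissive 25 °C; 0% = DMSO yeast wells and 100% = minimal medium wells without yeast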
tim23-1 inh = growth inhibitors of tim23-1 mutant yeast, primary screen, luminescence, uHTS | S. cerevisiae tim23-1 growth, BacTiter-Glo luminescence, 24 h | inhibition, % at 20 µM | actives 1.3% (n = 330,000);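 active means growth inhibition of the mutant yeast at or above 50%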;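 further: temperature-sensitive mutant grown at 25 °C; plate controls were DMSO-treated mutant yeast for no effect and medium wells lacking yeast for full effect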
Mdm2 MdmX PPI = inhibitors of human Mdm2-MdmX association, primary screen, cell-based, luminescence, split luciferase, SaOS-2, uHTS; Protein Mdm4 (Homo sapiens) + E3 ubiquitin-protein ligase Mdm2 (Homo sapiens), …; AID 485346, 2010; inhibition, % at 8 µM; SaOS-2 split-luciferase Mdm2/MdmX complementation; actives 3% (n = 330,000);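 active means inhibition of at least 50% at 8 µM in the primary screen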
Target sequence (O15151 whole entry, looked up): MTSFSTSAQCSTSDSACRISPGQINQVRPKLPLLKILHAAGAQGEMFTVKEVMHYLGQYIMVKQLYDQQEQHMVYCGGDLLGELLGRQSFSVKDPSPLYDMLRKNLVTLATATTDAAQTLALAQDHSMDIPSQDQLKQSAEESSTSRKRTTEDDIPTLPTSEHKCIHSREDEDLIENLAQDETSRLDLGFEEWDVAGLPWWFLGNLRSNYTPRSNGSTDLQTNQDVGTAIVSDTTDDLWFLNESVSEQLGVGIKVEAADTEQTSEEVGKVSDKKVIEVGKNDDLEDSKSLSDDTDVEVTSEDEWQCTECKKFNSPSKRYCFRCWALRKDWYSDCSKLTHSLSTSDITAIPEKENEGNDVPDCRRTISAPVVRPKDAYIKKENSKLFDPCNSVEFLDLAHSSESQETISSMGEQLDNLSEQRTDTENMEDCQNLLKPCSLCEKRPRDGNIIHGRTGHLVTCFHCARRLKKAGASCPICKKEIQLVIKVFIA
Target sequence (Q00987 whole entry, looked up): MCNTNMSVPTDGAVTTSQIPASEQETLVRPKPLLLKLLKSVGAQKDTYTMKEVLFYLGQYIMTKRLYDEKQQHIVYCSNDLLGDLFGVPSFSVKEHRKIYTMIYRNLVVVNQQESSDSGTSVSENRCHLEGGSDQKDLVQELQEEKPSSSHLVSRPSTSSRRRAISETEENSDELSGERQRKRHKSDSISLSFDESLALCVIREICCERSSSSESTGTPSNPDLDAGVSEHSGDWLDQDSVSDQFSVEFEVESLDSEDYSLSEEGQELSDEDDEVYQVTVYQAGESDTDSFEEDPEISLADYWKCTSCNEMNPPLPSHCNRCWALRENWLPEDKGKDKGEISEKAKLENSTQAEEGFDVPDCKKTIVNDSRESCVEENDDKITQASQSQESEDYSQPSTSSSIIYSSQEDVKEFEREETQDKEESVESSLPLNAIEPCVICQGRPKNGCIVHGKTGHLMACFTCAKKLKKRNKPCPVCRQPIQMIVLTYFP
NALP3 yeast inh = NALP3 inflammasome inhibitors in reconstituted yeast, primary screen, luminescence, uHTS. actives 0.39% (n = 330,000). AID 2825, 2010. inhibition, % at 10 µM. Yeast reconstituted NLRP3/ASC/caspase-1, beta-gal luminescence, 24 h;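 active means inhibition of 50% or more; inactive means inhibition below 50%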;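 further: plate controls were induced DMSO wells for no effect and uninduced yeast grown without galactose for full effect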
XBP1 UPR activ = activators of adaptive XBP1 UPR arm, primary screen, cell-based, CHO-XBP1 luciferase reporter, luminescence, uHTS. IRE1-XBP1 UPR activation; percent of tunicamycin response, DMSO as zero. activation, % at 20 µM. actives 0.33% (n = 330,000). AID 463104, 2010;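 active means versus positive control, 20 µM dose yields 30% or more activation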;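 further: 100% = tunicamycin at 10 µg/mL and 0% = DMSO only wells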
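Signal: luciferase luminescence; Assay system: CHO-XBP1 luciferase reporter cells; Amount: one thousand reporter cells per well; Dosing: 20 µM single concentration, DMSO 1%; Benchmarks: high control tunicamycin 10 µg/mL final, low control DMSO vehicle only; Schedule: 6 h compound exposure at 37 °C, 5% CO2; Evaluation: percent activation relative to tunicamycin reference.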
* marks the source's active call; other numbers are inactive results.

SMILES	APJ agonist	tim10-1 inh	UPR CHOP act	GRIN3A LBD mod	TIM10 inh	tim23-1 inh	Mdm2 MdmX PPI	NALP3 yeast inh	XBP1 UPR activ
CC(C)NC(=O)N(C)C[C@H]1Oc2c(NS(=O)(=O)c3cn(C)cn3)cccc2C(=O)N([C@H](C)CO)C[C@@H]1C	-2	-11	-1.0	-1	0	2	12	15	-2
CC1CCN(C(=O)Cn2c(SCC(=O)Nc3nccs3)nc3ccccc32)CC1	-2	5	1.0	-2	16	21	-29	16	-3
COc1ccc(OC)c(NC(=O)c2nc(-c3ccccc3)oc2C)c1	-3	0	-1.6	-2	5	4	21	19	3
CCOc1ccc(/C(C)=N/NC(=O)C(OC)c2ccccc2)cc1 (centres undefined)	-5	17	0.2	-1	0	0	21	2	4
Cc1ccc(Cl)c(OCC(O)CN(CCO)CCO)c1 (centres undefined)	1	4	-1.0	-1	-4	4	-5	-8	-2
O=C1COc2ccc(S(=O)(=O)CCC(=O)N3CCN(c4cccc(C(F)(F)F)c4)CC3)cc2N1	13	22	4.0	-1	11	11	16	3	-7
CNc1ccc(Br)cc(C(=O)/C=C/c2cccc(OC)c2)c1=O	6	35	5.2	-3	11	3	3	3	-1
CN(C(=O)CCc1ccccc1F)C1CCCN(Cc2ccccc2F)C1 (centres undefined)	-1	1	1.6	-1	7	11	32	12	-2
COc1ccccc1CNC(=O)C(NS(=O)(=O)c1cccc2nsnc12)C(C)C (centres undefined)	-4	9	-0.3	1	-7	8	1	4	-1
NC(=O)COC(=O)c1cc(S(=O)(=O)N2CCN(c3ccccc3)CC2)ccc1Cl	-5	-14	-0.8	-2	-11	-4	3	7	-3
CCOc1ccc(C(=O)NCC(=O)NNC(=O)CN(C)S(=O)(=O)c2ccc(Cl)cc2)cc1	-3	-3	-0.8	-2	0	-3	8	4	-1
CN1C(=O)C(CC(=O)Nc2ccc(F)cc2)N(Cc2cccs2)C1=S (centres undefined)	7	14	-2.0	3	9	14	4	18	16
COc1ccc2c(c1)OC1=C(C(=O)CCC1)C2C1=C(O)CCCC1=O (centres undefined)	-3	27	-1.6	0	23	28	27	22	-5
O=C(Cc1ccc(Cl)cc1)Nc1ccc2oc(-c3ccncc3)nc2c1	2	18	-1.3	0	8	-7	55*	16	0
Cc1ccc(CC(=O)O/N=C(\N)c2ccccn2)cc1	15	38	-0.5	4	24	21	-17	19	-4
COC(=O)Nc1nc(-c2ccc(F)cc2)c(C)s1	-5	27	3.2	-3	-7	21	-5	27	2
C(=N\Nc1nc2ccccc2[nH]1)/c1c[nH]c2ccccc12	5	-5	7.9	15*	-8	-33	-7	10	1
Cc1ccc(NC(=S)NC2CCN(Cc3ccccc3)CC2)c(C)c1	5	-24	-0.2	-8	-1	10	-31	23	-2
Cc1cc(C)n(Cc2ccc(C(=O)NCCC3=CCCCC3)o2)n1	-1	16	5.0	0	8	19	-14	-4	-2
O=C(CN1C(=O)C2C3C=CC(C3)C2C1=O)N1CC(=O)N(CCc2ccccc2)C(=O)C1 (centres undefined)	4	27	-4.6	1	0	26	-17	-1	0
O=C(Nc1cccc2ncccc12)C12CC3CC(CC(C3)C1)C2	14	10	1.7	3	17	25	24	25	-1
CN=C1S/C(=C\c2ccc(O)c(Br)c2)C(=O)N1C	-3	56*	5.7	0	37	62*	12	68*	11
CCC(C)N1C(=O)CN(C2CCCCCC2)C(=O)C1c1ccccc1F (centres undefined)	-1	31	-2.2	1	7	17	3	-15	1
Cc1cccc2c(=O)cc(C)n(Cc3ccccc3)c12	2	10	1.2	12*	-7	5	-16	28	-2
O=C(/C=C/c1ccc2c(c1)OCO2)N1CCN(c2ccc(Cl)cc2)CC1	3	16	1.1	2	12	12	-5	10	-3

An excerpt of these results, in markdown:
| smiles | APJ agonist | tim10-1 inh | UPR CHOP act | GRIN3A LBD mod | TIM10 inh | tim23-1 inh | Mdm2 MdmX PPI | NALP3 yeast inh | XBP1 UPR activ |
| --- | --- | --- | --- | --- | --- | --- | --- | --- | --- |
| COC(=O)Nc1nc(-c2ccc(F)cc2)c(C)s1 | -5 | 27 | 3.2 | -3 | -7 | 21 | -5 | 27 | 2 |
| C(=N\Nc1nc2ccccc2[nH]1)/c1c[nH]c2ccccc12 | 5 | -5 | 7.9 | 15* | -8 | -33 | -7 | 10 | 1 |
| Cc1ccc(NC(=S)NC2CCN(Cc3ccccc3)CC2)c(C)c1 | 5 | -24 | -0.2 | -8 | -1 | 10 | -31 | 23 | -2 |
| Cc1cc(C)n(Cc2ccc(C(=O)NCCC3=CCCCC3)o2)n1 | -1 | 16 | 5.0 | 0 | 8 | 19 | -14 | -4 | -2 |
| O=C(CN1C(=O)C2C3C=CC(C3)C2C1=O)N1CC(=O)N(CCc2ccccc2)C(=O)C1 (centres undefined) | 4 | 27 | -4.6 | 1 | 0 | 26 | -17 | -1 | 0 |

Other results:
SMILES	APJ agonist	tim10-1 inh	UPR CHOP act	GRIN3A LBD mod	TIM10 inh	tim23-1 inh	Mdm2 MdmX PPI	NALP3 yeast inh	XBP1 UPR activ
CCCN(C(=O)CCNC(=O)Cn1cnc2ccccc2c1=O)c1cccc(Cl)c1	0	3	0.8	-1	-3	22	14	17	-3
NS(=O)(=O)c1ccc(NC(=S)N2CCN(Cc3ccc(Cl)c(Cl)c3)CC2)cc1	4	8	-1.3	25*	9	10	3	32	-3
CC(=O)Nc1ccc(S(=O)(=O)Nc2ccc(Cl)cn2)cc1	-5	-9	-0.2	-1	-3	-4	27	12	-3
CCCCN(C)C(=O)C1CCN(C/C(C)=C/c2ccccc2)CC1	0	5	-1.7	2	5	18	1	9	-3
O=C1CC(c2ccc(S(=O)(=O)N3CCCCC3)cc2)CN1 (centres undefined)	1	-4	-0.5	-5	0	-17	21	-2	-1
CCNc1nc(NCc2ccccc2)nc(SCC(=O)Nc2ccccc2)n1	2	8	0.2	-17	10	12	40	7	-2
CN(C1CCS(=O)(=O)C1)S(=O)(=O)c1ccccc1[N+](=O)[O-] (centres undefined)	-2	3	-0.9	-1	10	-2	-8	-7	-1
COc1ccc(C2C(C(=O)c3ccc(C)o3)=C(O)C(=O)N2c2cc(C)on2)cc1OC (centres undefined)	-2	-2	1.3	1	3	11	0	8	-2
CCOc1ccc(S(=O)(=O)NCc2cccnc2)cc1NC(=O)c1ccccc1F	-4	-11	1.4	1	-9	-16	59*	8	0
CN(C)C(=O)N1CCCC(C(=O)NCc2ccccc2Cl)C1 (centres undefined)	-2	-4	-2.7	-3	0	-4	11	-3	-3
O=C(CCOc1ccccc1)Nc1cccc(S(=O)(=O)Nc2ccccc2Cl)c1	2	13	4.2	8	11	21	21	9	-4
NCCNC(=O)c1ncsc1-c1cccc(F)c1	-3	-6	0.1	3	7	-2	-3	29	-3
CN(C)S(=O)(=O)c1ccc(Cl)c(C(=O)NNC(=O)c2ccc3c(c2)OCO3)c1	-1	5	-0.3	1	4	10	7	6	-2
CC1=C(C(=O)Nc2ccccc2)C(c2ccc(C)o2)N2C(=O)CSC2=N1 (centres undefined)	-2	7	-1.5	2	12	7	-6	-6	2
COc1cc2c(cc1OC)C(c1ccc(Cl)cc1)=NCC2	0	-2	-0.4	1	8	-4	-5	32	2
Cc1ccc(NC(=O)c2cc(NC(=O)c3ccco3)ccc2N2CCOCC2)cc1Cl	-2	6	-0.1	-10	9	17	10	13	-3
Cc1ccc(C)c(N(CC(=O)N2CCc3ccccc3C2)S(C)(=O)=O)c1	-3	9	-1.5	1	7	19	16	0	-3
CC(N=c1ccccn1C(=O)Nc1ccc(F)cc1)c1ccco1 (centres undefined)	-4	7	1.0	1	-3	3	14	17	1
CCOc1ccc(C2C(C(=O)c3ccc(C)o3)=C(O)C(=O)N2CCCN(CC)CC)cc1 (centres undefined)	0	2	-0.2	-1	-17	0	-8	6	-2
O=C(NC1CCCC1)C(c1cccs1)N(Cc1ccco1)C(=O)Cn1nnc(-c2cccs2)n1 (centres undefined)	-3	14	-1.4	-5	16	4	9	11	0
COc1ccc(NCc2nnc(SCC(=O)c3ccc(OC)cc3)n2C)cc1	2	23	1.7	-1	17	33	-16	25	3
CCOc1ccc(C(C)=O)cc1CN1C(=O)c2ccccc2S1(=O)=O	0	-14	0.9	-2	16	-1	-3	3	-3
Cc1ccc(NS(=O)(=O)c2ccc(NC(=O)c3ccc(-c4ccccc4)cc3)cc2)c(C)c1	-3	5	6.3	10*	-5	-18	34	17	-2
COc1cc(C(C)=O)ccc1Oc1ncnc2c1cnn2-c1ccc(C)c(C)c1	0	-4	1.8	0	1	2	1	12	-1
O=S1(=O)C=C(Oc2ccc(F)cc2)c2ccccc21	0	3	1.0	1	-3	20	-28	-5	5

Other records follow.
SMILES	APJ agonist	tim10-1 inh	UPR CHOP act	GRIN3A LBD mod	TIM10 inh	tim23-1 inh	Mdm2 MdmX PPI	NALP3 yeast inh	XBP1 UPR activ
Cc1ccc(S(=O)(=O)N2[C@@H](c3cccc(Cl)c3)C(C(=O)O)=CC[C@H]2c2cccc(Cl)c2)cc1	2	15	-2.1	-13	14	31	-31	11	5
Cc1ccc2nc(SCc3ccccc3)c(C=O)c(=O)n2c1	-1	3	6.1	8	6	7	39	20	0
O=C(c1ccc(Br)o1)N(c1ccccn1)C1CCCCC1	0	30	1.5	-10	13	25	16	19	-3
CNc1cc([N+](=O)[O-])ccc1N/C=C/C(=O)c1cccs1	-4	32	0.6	1	3	25	27	23	-1
C=CCc1cccc2cc(C(=O)N(C)C)c(=O)oc12	0	-8	-2.6	0	-9	0	17	10	0
COc1ccc(N2CCN(c3nc(Cl)nc(Nc4ccc(F)cc4)n3)CC2)cc1	-3	5	0.5	6	-14	-3	-6	6	3
Oc1ccccc1N1CCN(c2nc(-c3cccs3)nc3ccccc23)CC1	-2	23	-1.0	0	4	29	7	5	2
COc1ccc(OCC(O)CNC2CCCC2)cc1 (centres undefined)	0	2	-1.0	-3	-7	-11	19	8	-5
Cc1c(NCc2ccncc2)cccc1C(=O)O	-1	7	0.2	-2	-4	14	4	20	-1
CC(C)(C)C(=O)COC(=O)c1cc(-c2ccncc2)nc2ccccc12	0	1	1.8	0	12	26	7	19	-2
COC(=O)c1sc2nc(SCc3ccccc3C#N)n(N)c(=O)c2c1C	1	6	0.0	-1	0	-23	3	1	-1
CCCN(CCC)S(=O)(=O)c1cccc(C(=O)Nc2ccc3c(c2)OCO3)c1	-2	33	2.5	-6	31	28	6	3	2
COc1ccc(NC(=O)COC(=O)C23CC4CC(CC(Cl)(C4)C2)C3)c(OC)c1	0	7	-0.8	2	-16	30	6	16	-2
COc1ccc(NC(=O)CN(C)CC(=O)NC2CCCCC2C)cc1 (centres undefined)	1	4	-0.5	2	-6	5	-19	16	0
CCOC(=O)Cc1c(C)nc2cc(-c3ccc(Cl)cc3)[nH]n2c1=O	6	14	1.7	-1	0	27	-25	-11	-1
